# From PubChem BioAssay
# Peg3 imprint: induces erasure of genomic imprints in mouse ES cells. mouse ES Peg3-LacZ reporter, beta-gal luminescence, 40 h. Potency, µM (series often up to 60.7 µM), without a hit: at the highest dose activity change, positive = activation, hits mostly activators. 110,000 compounds, 0.02% hits;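 note: 0% = negative control wells on the plate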
#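 Each well holds 300 Peg3LacZ-Neo (maternal) female ES cells incubated 40 h at 37C, 5% CO2. LacZ is measured by BetaGlo luminescence, with AC50 and maximum efficacy derived from dose-response curves.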
# IkB signaling: IkB pathway inhibition in ABC-DLBCL cells; ABC-DLBCL IkBa-CBG/CBR dual luciferase ratio, 4 h; response scale: scaled: untreated 0%, proteasome inhibitor 100%; Potency, µM (highest dose often 57.1 µM), for the others: at the top dose IkBa stabilization activation; 110,000 compounds, 0.04% hits; AID 445; active = well fitted curve in the direction sought with a large enough effect in the signal ratio, not every such curve was filed as active; inconclusive = small, poorly fitted or top-dose-only effect, or a change in a side signal; the % refers to the signal ratio;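 note: the direction sought is a rising ratio; 0% = basal untreated cells and 100% = reference inhibitor full response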
#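 Curves were fitted separately to fusion (green), unfused (red) and ratio luminescence, then classed by r2, magnitude and activity. Cells: OCI-Ly3, 4 h compound plus doxycycline at 37C; 10 uM MG-132 defined full response.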
# p53ts 39C kill: cytotoxicity in p53ts cells at nonpermissive temperature. Potency, µM (highest dose often 46.1 µM), for inactives: at the top dose activity change, negative = cell killing, usual class: cytotoxic. H1299-p53A138V viability at 39C, ATP luminescence, 24 h. 130,000 compounds, 1.5% hits; note: nearly all actives have a fitted effect of over 55% in size
# p53ts 32C kill: p53ts cell cytotoxicity, permissive temperature | Potency, µM (series often up to 46.1 µM), for inactives: at the top dose activity change, negative = cytotoxicity, usual class: cytotoxic | AID 924 | H1299-p53A138V at 32C, ATP luminescence viability, 24 h | 130,000 compounds, 0.93% hits;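 note: 0% = DMSO and -100% = full killing by reference compound; nearly all actives have a fitted effect of over 55% in size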
#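 ATP-content luminescence (ATPlite) read-out after 24 h compound exposure at 32C in H1299-p53A138V cells (600/well). Tested up to 46 uM. Normalized to DMSO (0%) and 100 uM tamoxifen (100% killing); Hill-fit AC50.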
# The depositor's hits bear a star; ? = inconclusive; / = no result given; & = joins results of further samples; [ ] = remark or other dose. Unless noted, calls come from the whole dose curve; as a rule, active = well fitted curve in the direction sought with a large enough effect; inconclusive = small, poorly fitted or top-dose-only effect, or another doubt; inactive = no such curve, though single readings can be large; an effect the other way counts as inactive or inconclusive. Unless noted, % is set by controls: 0 for no effect and ±100 for the full control effect; potency is the fitted concentration of half-maximal effect.
# Sequence of screens: Peg3 imprint, IkB signaling, p53ts 39C kill, p53ts 32C kill
> O=C(CSc1c2c(nc3ccccc13)CCC2)Nc1ccc(F)cc1F
→ 3.9%[10.9 µM], ?, 11.5%, -2.9%
> CN1CCC(C2(O)c3ccccc3CSc3sccc32)CC1 (stereo not drawn)
→ /, /, -10.8%, -16.0%
> O=C(Cn1c(CN2CCCCC2)nc2ccccc2c1=O)NCc1ccco1
→ 3.4%, -0.5%, 6.9%, 2.5%
> O=C(Cc1ccccc1)Nc1ccccc1CO
→ -3.0%, 0.6%, 2.2%, 3.8%
> CCOc1cc(NS(C)(=O)=O)c(OCC)cc1NC(=O)c1cccs1
→ -6.6%, ?, -4.6%, 2.4%
> COc1ccc(OC)c(S(=O)(=O)NCc2ccc3c(c2)CCN3C(=O)c2cccc(C)c2)c1
→ -2.9%[10.9 µM], 1.1%, 2.3%, 18.0%
> COc1ccc(-c2cc(OC(=O)c3cccc(Cl)c3)c3c(C)oc(C)c3c(=O)c2)cc1
→ -3.2%[10.9 µM], 8.0%, -13.1%, 14.6%
> COc1ccc(NC(=O)CCS(=O)(=O)c2ccccc2)c(OC)c1
→ /, /, 16.7%, -10.8%
> COc1ccc(NC(=O)CSc2nccn2Cc2ccco2)cc1OC
→ 8.3%[10.9 µM], 0.7%, ?, -3.9%
> COc1cc(-c2nnc(-c3cccnc3)o2)cc(OC)c1OC
→ -5.7%, -0.2%, 3.0%, -3.7%
> CCOC(=O)C1CCCN(C/C(O)=C(\C#N)c2nc(-c3ccccc3)cs2)C1 (stereo not drawn)
→ -34.1%[inhibitor], -1.0%, -12.3%, -4.3%
> Brc1ccc(-c2cc3c(N4CCN(c5ccccc5)CC4)nccn3n2)cc1
→ -9.3%[10.9 µM], 0.2%, 5.1%, 10.5%
> CCOC(=O)Cc1nnc2c(Nc3ccc(C)cc3)nc3nonc3n12
→ 14.1%, ?, 0.9%, -6.2%
> CCC(C)NC(=S)NNC(=O)c1ccc(C(C)(C)C)cc1 (stereo not drawn)
→ /, /, -5.8%, -2.7%
> COc1ccc(NC(=O)C(=O)NCC2(c3ccccc3)CCCC2)c(OC)c1
→ -10.6%[10.9 µM], ?, 0.2%, 2.6%
> Cc1cccc(Cn2c(N(C)CCO)nc3c2c(=O)[nH]c(=O)n3C)c1
→ -5.8%, -1.1%, 4.7%, -0.6%
> COc1cc(C2C(C#N)=C(N)Oc3n[nH]c(-c4ccccn4)c32)cc(OC)c1OC (stereo not drawn)
→ -8.9%, -1.3%, 13.3%, 22.4%
> CCc1nnc(NC(=O)CSc2nnc(-c3ccoc3C)n2CC(C)C)s1
→ -5.2%, 1.1%, 3.5%, 3.9%
> CN(Cc1ccccc1)C(=O)c1cn(C)c2ccc(S(=O)(=O)N(C)C3CCCCC3)cc2c1=O
→ -5.4%[10.9 µM], -1.5%, 17.8%, 5.1%
> COc1ccc(CCC(=O)NC2CC(=O)N(c3ccc(OC)cc3)C2)cc1 (stereo not drawn)
→ ?, -1.5%, -9.5%, 1.4%
> Cc1ccccc1C(=O)N(Cc1sccc1C)C1CCS(=O)(=O)C1 (stereo not drawn)
→ 4.0%[10.9 µM], -1.3%, 2.6%, 9.2%
> CCC(=O)OC1CSc2nc3ccccc3n2C1 (stereo not drawn)
→ -1.8%, -0.6%, 5.3%, -1.7%
> Cc1nc2ccn(Cc3cccnc3)c(=O)c2cc1C(=O)Nc1ccc(F)cc1F
→ 6.5%[10.9 µM], -1.0%, 13.0%, -1.7%
> CC1=C(C(=O)Nc2cccnc2)C(c2ccccc2Cl)n2nc(-c3ccccc3)nc2N1 (stereo not drawn)
→ -5.2%[10.9 µM], ?, 9.8%, 1.1%
> COC(=O)CNS(=O)(=O)c1ccc(Cc2ccc(S(=O)(=O)NCC(=O)OC)cc2)cc1
→ -0.2%, 4.7%, 7.5%, -0.2%
> CCCOc1cccc(C2c3c(oc4ccc(F)cc4c3=O)C(=O)N2CCCN2CCOCC2)c1 (stereo not drawn)
→ -8.4%[10.9 µM], 1.3%, 33.2%[activator], 6.1%
> CCOc1ccc(/C=C/c2nc(C#N)c(NCc3ccccc3)o2)cc1
→ -25.9%[10.9 µM], 0.0%, -23.5%, -2.8%
> CCCCCn1c(=O)[nH]c2cc(C(=O)NCc3ccc(C)cc3)ccc2c1=O
→ -10.5%[10.9 µM], -0.6%, 10.4%, 0.9%
> O=C(Nc1ccccc1)c1ccc(S(=O)(=O)NCc2ccco2)cc1
→ -31.1%[inhibitor], -1.2%, 4.8%, -2.6%
> Cc1cc(CN2C(=O)c3ccccc3C2=O)no1
→ /, -1.3%, 8.3%, -8.9%
> CC(C)CC(=O)NCCCN1CCN(CCCNC(=O)CC(C)C)CC1
→ /, /, 33.6%[activator], -7.5%
> CSc1ccc(NC(=O)C2CCN(c3ncccn3)CC2)cc1
→ -7.9%[10.9 µM], 1.0%, -13.4%, -2.2%
> CCC1(CC)C(=O)NC(=O)NC1=Nc1cccc(OC)c1
→ -1.1%, 3.2%, 4.9%, 1.9%
> COc1ccc(CNc2nc3ccccc3c3nc(-c4ccccc4)nn23)cc1
→ -10.8%[10.9 µM], ?, -21.5%, 4.7%
> NC1(C(=O)O)CC(C(=O)O)C1 (stereo not drawn)
→ 0.0%&-3.7%, 0.0%, -17.3%&0.0%, -12.6%&0.8%
> CC(C)(C)SCCNC(=O)CN1C(=O)c2ccccc2S1(=O)=O
→ 5.6%, -1.8%, -11.1%, -22.3%
> COc1ccc(N2CCN(CC(=O)Nc3cc4c(cc3C(C)=O)OCO4)CC2)cc1
→ -0.9%, 1.4%, 6.3%, 9.3%
> COc1cccc(NC(=O)c2cnc(SCC(=O)N3CCOCC3)n(C)c2=O)c1
→ -79.7%[inhibitor][10.9 µM], ?, 12.6µM*, 9.6%
> CCCN(CCC)c1nc(C)cc(C(C#N)c2nc3ccccc3o2)n1 (stereo not drawn)
→ -3.9%, 0.1%, 2.9%, -1.8%
> COc1ccc(OC)c(CNS(=O)(=O)c2ccc3c(c2)CCCN3C(C)=O)c1
→ -12.7%[10.9 µM], -0.6%, -26.8%, -2.2%
> CCOCCCNC(=O)CN1C(=O)CSc2ccccc21
→ -7.2%, -1.7%, 6.1%, 1.8%
> Cc1cc(NC(=O)COc2ncnc3sc(C)c(C)c23)no1
→ -3.4%, 0.6%, 2.8%, 4.7%
> CCCOP(=O)(c1ccc(N(C)C)cc1)C(O)c1ccccc1OC (stereo not drawn)
→ -11.6%, -4.3%, 10.5%, 6.1%
> CCn1cc(C(=O)NCCc2ccc(Cl)cc2)c(=O)c2cc(S(=O)(=O)N3CCc4ccccc4C3)ccc21
→ -12.3%[10.9 µM], ?, 18.6%, 1.1%
> O=C(O)[C@@H]1[C@H](C(=O)O)[C@H]2C(=O)C=C[C@H]1N2Cc1ccccc1
→ -18.6%[10.9 µM], 3.98µM*, 1.9%[9.22 µM], 5.8%[9.22 µM]

# Continued, starting with the last 4 of the part before.
# Sequence of screens: Peg3 imprint, IkB signaling, p53ts 39C kill, p53ts 32C kill
> Cc1cc(NC(=O)COc2ncnc3sc(C)c(C)c23)no1
→ -3.4%, 0.6%, 2.8%, 4.7%
> CCCOP(=O)(c1ccc(N(C)C)cc1)C(O)c1ccccc1OC (stereo not drawn)
→ -11.6%, -4.3%, 10.5%, 6.1%
> CCn1cc(C(=O)NCCc2ccc(Cl)cc2)c(=O)c2cc(S(=O)(=O)N3CCc4ccccc4C3)ccc21
→ -12.3%[10.9 µM], ?, 18.6%, 1.1%
> O=C(O)[C@@H]1[C@H](C(=O)O)[C@H]2C(=O)C=C[C@H]1N2Cc1ccccc1
→ -18.6%[10.9 µM], 3.98µM*, 1.9%[9.22 µM], 5.8%[9.22 µM]
> Cc1cc(=O)n2nc(-c3ccccc3)sc2c1C#N
→ 8.2%, -1.6%, -7.8%, -7.8%
> CN(C)S(=O)(=O)c1ccc(/C(O)=C2/C(=O)C(=O)N(Cc3cccnc3)C2c2ccco2)cc1 (stereo not drawn)
→ -8.8%, -0.2%, 10.5%, -0.7%
> Cc1ccc(C)c(CSc2nc3ccncc3n2Cc2nc(-c3ccccc3Cl)oc2C)c1
→ -7.7%[10.9 µM], ?, -27.4%, -8.5%
> CC(C(=O)N1CCCCC1)n1sc2ccccc2c1=O (stereo not drawn)
→ /, /, -7.9%, -10.7%
> Cc1ccc(-c2nnc(Nc3ccc(Br)cc3)c3ccccc23)cc1S(=O)(=O)NCc1nc2ccccc2[nH]1
→ 18.6%[10.9 µM], ?, -18.4%, 2.1%
> CCOC(=O)N1CCN(C(=O)CSc2nnc(CNC(=O)c3c(F)cccc3Cl)o2)CC1
→ -12.7%, 1.6%, 11.2%, -17.8%
> COC(=O)CSc1nnc(-c2ccncc2)n1N
→ 2.9%, 1.1%, 1.6%, 4.4%
> CCCOc1ccc(N2C(=O)CC(N3CCN(c4nc5ccccc5s4)CC3)C2=O)cc1 (stereo not drawn)
→ -1.2%, 1.6%, 5.4%, -2.0%
> O=C(O)CCCC(=O)OCCCCc1cccs1
→ -7.2%, 15.8%, 6.4%, -5.2%
> O=c1cc(-c2ccc(F)cc2)nc(SCc2nc(-c3ccccc3Cl)no2)[nH]1
→ 13.5%[10.9 µM], 1.3%, 3.3%, 59.8%[activator]
> CS(=O)(=O)N(Cc1ccco1)Cc1ccccc1Cl
→ 0.1%, 1.0%, 3.1%, 1.1%
> O=C(CCNS(=O)(=O)c1cccc2nsnc12)N1CCc2ccccc21
→ -9.2%, 2.0%, -3.8%, -2.1%
> Cn1c(=O)c2cn3c(c2n(C)c1=O)C(c1ccccc1)CC(c1ccccc1)=N3 (stereo not drawn)
→ -7.9%, 2.9%, -2.9%, -0.2%
> CN1CCN(CCCNC(=O)c2cc3c(=O)oc4ccccc4c3s2)CC1
→ -9.1%, -0.1%, -6.6%, -9.4%
> COc1cccc(CNC(=O)c2sc3ncccc3c2-n2c(C)ccc2C)c1OC
→ -9.2%[10.9 µM], ?, -1.7%, 0.9%
> COc1ccc(CCNC(=O)c2cc(C(C)C)on2)cc1OC
→ -18.1%, -2.5%, 1.3%, 5.7%
> COc1ccc(-n2c(=O)c(-c3ccc(Cl)cc3)nc3cncnc32)cc1
→ /, 2.2%[11.4 µM], 2.2%, 2.8%
> CCOC(=O)N1CCN(S(=O)(=O)c2cc(Br)cc3c2N(C(=O)CC)CC3)CC1
→ -3.7%, -1.4%, 7.0%, 1.1%
> COc1ccc(C2C(C(=O)NC(C)C)c3ccccc3C(=O)N2C)cc1OC (stereo not drawn)
→ 0.5%, 1.1%, -1.2%, 6.8%
> O=C(Nc1ccccc1)N1CCC2(CC1)CCN(C(=O)c1cccc(F)c1)CC2
→ /, 3.1%[11.4 µM], -4.4%, -10.1%
> COc1cccc(C2CC(=O)Nc3c2c(=O)nc2c(C)cccn32)c1OC (stereo not drawn)
→ -5.1%[10.9 µM], -1.7%, 0.6%, -5.3%
> O=C1CCc2cc(S(=O)(=O)N3CCN(c4cccc(Cl)c4)CC3)ccc2N1
→ -7.1%, -1.5%, -20.5%, 7.2%
> O=S(=O)(Nc1cccc2cn[nH]c12)c1ccc(F)cc1
→ -6.3%, 0.1%, -8.0%, -3.2%
> Cn1cnnc1SCC(=O)N1CCC(Cc2ccccc2)CC1
→ -14.9%, 0.4%, -1.5%, -5.5%
> Cc1ccccc1-c1nc(CS(=O)(=O)CC(=O)NCCCN2CCCC2)c(C)o1
→ -27.1%, -1.0%, 2.5%, -1.2%
> Cn1c(=O)c2c(nc(SCC(=O)O)n2Cc2cccc(C(F)(F)F)c2)n(C)c1=O
→ -9.7%, 2.6%, 6.9%, -10.4%
> CC(C)NC(=O)C(C)n1cccc1C(=O)c1ccccc1 (stereo not drawn)
→ -11.6%, 0.1%, -5.3%, -12.3%
> CCCCN(CCCNC(=O)c1cc(Nc2ccc(OC)c(OC)c2)nc2ccccc12)c1ccccc1
→ 13.4%[10.9 µM], 0.7%, 1.3%, -6.4%
> CN(C)c1nc2n(c(=O)n1)C(C#N)CS2 (stereo not drawn)
→ /, /, 15.4%, 2.2%
> Cc1ccc2[nH]c(=O)c(C(c3nnnn3C(C)(C)C)N(Cc3ccco3)CC3CCCO3)cc2c1 (stereo not drawn)
→ -15.3%, ?, -5.3%, 13.6%
> O=C(NC1CCCC1)c1cnn2c(C(F)(F)F)cc(-c3ccc4c(c3)OCO4)nc12
→ /, -1.4%, 0.9%, 3.5%
